Screens: PubChem BioAssay, Sanford-Burnham Center for Chemical Genomics
Hsp70 displacement – Hsp70 inhibitors, probe displacement, primary screen, biochemical, fluorescence polarization (AID 583); Heat shock 70 kDa protein 1A (Homo sapiens); Hsp70 fluorescence polarization probe displacement, mP; higher % means a stronger effect; 0.06% of 140,000 active; displacement, % at 20 µM, or IC50 in µM where a hit was titrated; in the data active = displacement above about 50%;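 also: plate controls were vehicle for no effect and reference ligand for full effect; a part of the inactive calls stands beside numbers as strong as those of hits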
MKP-3 inhibition – MKP-3 phosphatase inhibitors, primary screen, biochemical, rat enzyme, in vitro (AID 425). 0.17% of 110,000 active. recombinant MKP-3 phosphatase activity, fluorescence; higher % means a stronger effect. inhibition, % at 20 µM; hits with a dose series show IC50 in µM; in the data active = inhibition above about 50%;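 also: plate controls were vehicle for no effect and reference inhibitor for full effect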
* marks the source's active call; other numbers are inactive results; . = no result given; & = joins results of further samples.

SMILES | Hsp70 displacement | MKP-3 inhibition
CC(Oc1cc(C(F)(F)F)cc(C(F)(F)F)c1)C(=O)NC(N)=O (stereo not drawn) | -3.7% | -2%
CCN(CC)CCN=C1CCCc2ccccc2N1 | 0.1% | -5%
Cc1c(Cc2ccccc2)sc(NC(=O)c2ccccc2Br)c1C(N)=O | 1.8% | 0%
Cc1cccc(OCC(O)CN2CCN(C3CCCCC3)CC2)c1 (stereo not drawn) | -1.9% | -8%
Cc1ccc(OCC(=O)Nc2ccc(O)c(C(=O)O)c2)cc1C | 3.9% | -8%
N#CCSCC(=O)Nc1ccc(Br)cc1 | 0.9% | .
O=C(Nc1ncccc1Cl)c1cccc(Cl)c1 | 0.9% | 4%
Cc1ccc(NCN2C(=O)c3ccccc3C2=O)c(C)c1 | 2.7% | 1%
Nc1[nH]ncc1C(=O)Nc1cccc(C(F)(F)F)c1 | 4.7% | 1%
CC(=O)Nc1ccc(S(=O)(=O)NCc2cn3ccsc3n2)cc1 | -1.1% | .
COc1ccc(Cl)cc1C(=O)Nc1ccccc1F | 7.2% | 0%
Cc1cccc(-n2nnnc2SCC(=O)c2cc(C)n(CC3CCCO3)c2C)c1 (stereo not drawn) | 0.1% | -11%
COC(=O)CCSCC(=O)Nc1cc(C)on1 | 7.3% | -4%
c1csc(-c2ccc3ccccc3n2)c1 | -5.7% | -7%
CCN(CC)c1ccc(/C=C2\C(=O)NC(=O)N(c3cc(C)cc(C)c3)C2=O)o1 | -34% | 2%
COC(=O)c1cc(NC(=O)CC2C(=O)NCCN2C(=O)c2ccccc2)cc(C(=O)OC)c1 (stereo not drawn) | 2.7% | -4%
O=S(=O)(O)c1nc2ccccc2n1Cc1ccc(Cl)cc1Cl | 1.3% | 0%
CCOC(=O)c1c(C)nc(-c2ccccc2)nc1NC(C)=O | 7.4%&0.2% | -12%&3%
CCCCC1(C2CCCCC2)Cc2ccccc2-c2nc(SCC(N)=O)[nH]c(=O)c21 (stereo not drawn) | -2.1% | -2%
COc1cccc(-c2nn(-c3ccccc3)cc2C(=O)O)c1 | -0.2% | -11%
CN(C)S(=O)(=O)c1ccc(NC(=O)c2c(F)cccc2Cl)cc1 | -4.0% | .
COc1ccc(C(=O)Oc2ccc3c(c2)OCO3)cc1OC | 2.5% | 2%
CN1CCN(C2=C(Cl)C(=O)N(C3CCCCC3)C2=O)CC1 | 2.6% | 2%
COc1ccc2c(-c3ccccc3)cc(=O)[nH]c2c1 | -0.6% | -2%
COC(=O)c1ccccc1NC(=O)COc1cc(C)cc(C)c1 | -0.6% | 1%
CC(C)(C)n1nc2c(c1NC(=O)c1ccc(S(=O)(=O)N3CCCC3)cc1)CSC2 | . | 2%
CC1CCCC(C)N1S(=O)(=O)c1ccc(NC(=O)CCn2cnc3ccccc3c2=O)cc1 (stereo not drawn) | -2.0% | .
Cc1ccc(CNC(=O)c2cc3c(=O)n4ccccc4nc3n(Cc3ccco3)c2=N)cc1 | -3.1% | 0%
Cn1c(=O)c2c3c(sc2n2c(SCc4ccccc4)nnc12)CCCC3 | 1.6% | 4%
COc1ccc(NC(=O)c2cccnc2C(=O)O)c(OC)c1 | -1.5% | .
S=C1NC2=C(C(c3ccc(Br)cc3)N1)N1CCC2CC1 (stereo not drawn) | 2.1% | .
O=C1c2ccccc2NC(c2cccc(O)c2)N1c1ccccc1 (stereo not drawn) | 0.1% | 3%
COc1ccc(C(C2=C(O)CC(C)(C)CC2=O)C2C(=O)CC(C)(C)CC2=O)cc1OC (stereo not drawn) | -1.4% | -1%
O=C(c1ccc(Cl)cc1)N1CCN(c2ccc(Cl)cc2[N+](=O)[O-])CC1 | -4.5% | 4%
CCN(CC)S(=O)(=O)c1ccc(NC(=O)Cn2cnc3ccccc3c2=O)cc1 | -4.0% | -2%
COCCn1c(C)cc(C(=O)CSc2nncn2-c2ccccc2)c1C | 9.3% | -1%

Ordered by molecular weight (smallest number first): part of the list above.
SMILES | Hsp70 displacement | MKP-3 inhibition
COc1ccc2c(-c3ccccc3)cc(=O)[nH]c2c1 | -0.6% | -2%
COc1cccc(-c2nn(-c3ccccc3)cc2C(=O)O)c1 | -0.2% | -11%
COc1ccc(NC(=O)c2cccnc2C(=O)O)c(OC)c1 | -1.5% | .
CN1CCN(C2=C(Cl)C(=O)N(C3CCCCC3)C2=O)CC1 | 2.6% | 2%
COC(=O)c1ccccc1NC(=O)COc1cc(C)cc(C)c1 | -0.6% | 1%
O=C1c2ccccc2NC(c2cccc(O)c2)N1c1ccccc1 (stereo not drawn) | 0.1% | 3%
S=C1NC2=C(C(c3ccc(Br)cc3)N1)N1CCC2CC1 (stereo not drawn) | 2.1% | .
CN(C)S(=O)(=O)c1ccc(NC(=O)c2c(F)cccc2Cl)cc1 | -4.0% | .
COCCn1c(C)cc(C(=O)CSc2nncn2-c2ccccc2)c1C | 9.3% | -1%
O=C(c1ccc(Cl)cc1)N1CCN(c2ccc(Cl)cc2[N+](=O)[O-])CC1 | -4.5% | 4%
Cn1c(=O)c2c3c(sc2n2c(SCc4ccccc4)nnc12)CCCC3 | 1.6% | 4%
CCN(CC)S(=O)(=O)c1ccc(NC(=O)Cn2cnc3ccccc3c2=O)cc1 | -4.0% | -2%
CCCCC1(C2CCCCC2)Cc2ccccc2-c2nc(SCC(N)=O)[nH]c(=O)c21 (stereo not drawn) | -2.1% | -2%
COc1ccc(C(C2=C(O)CC(C)(C)CC2=O)C2C(=O)CC(C)(C)CC2=O)cc1OC (stereo not drawn) | -1.4% | -1%
CC(C)(C)n1nc2c(c1NC(=O)c1ccc(S(=O)(=O)N3CCCC3)cc1)CSC2 | . | 2%
Cc1ccc(CNC(=O)c2cc3c(=O)n4ccccc4nc3n(Cc3ccco3)c2=N)cc1 | -3.1% | 0%
CC1CCCC(C)N1S(=O)(=O)c1ccc(NC(=O)CCn2cnc3ccccc3c2=O)cc1 (stereo not drawn) | -2.0% | .

Additional structures.
SMILES | Hsp70 displacement | MKP-3 inhibition
CCc1nnc(NC(=O)c2cc(-c3ccccc3)nn2-c2ccccc2)s1 | -5.2% | .
COCCOC(=O)c1ccc(NC(=O)c2c(-c3ccccc3Cl)noc2C)cc1 | 1.8% | 2%
CSc1ccccc1NC(=O)Nc1ccc(Cl)cc1 | -0.7% | .
O=C(Nc1ncc(Cc2ccc(Cl)cc2Cl)s1)c1ccccc1 | 1.4% | 1%
C=C(C)Cn1c(NCCOC)nc2c1c(=O)[nH]c(=O)n2C | 2.9% | -4%
CCC1Cc2c(nc3c4c(nc(N5CCOCC5)c(C#N)c24)NC(C)=N3)O1 (stereo not drawn) | 2.0% | -6%
CCn1c(=O)c2c3c(sc2n2c(SCc4ccc(F)cc4)nnc12)CCCC3 | -2.0% | -2%
COC(=O)[C@H](C(C)C)n1c(C)c(C(C)=O)c(C(C)=O)c1C | 0.3% | -4%
O=C(O)CCCCCNC(=O)c1ccccc1O | 1.5% | 0%
N=C1C(c2nc3ccccc3s2)=C(O)CN1Cc1ccco1 | 1.5% | -14%
CCOC(=O)N1CCC(NC(=O)C2CCN(c3nc(-c4ccc(OC)cc4)no3)CC2)CC1 | . | 4%
c1ccn2c(CNc3ncnc4sccc34)nnc2c1 | -1.4% | -4%
Cc1ccc(N2CCCCC2)c2c1C(=O)c1ccccc1C2=O | 3.8% | 0%
c1ccc2c(c1)nc(N1CCOCC1)c1nnnn12 | 17% | -11%
CCCC1(CCC)NC(=O)N(CC(=O)Nc2ccccc2OC)C1=O | -2.0% | 0%
COc1ccc(Cl)cc1C(=O)Nc1ccccc1[N+](=O)[O-] | 2.9% | -2%
O=C(O)CSc1nnc(C2CC2)n1-c1ccccc1 | -3.7% | -2%
C=C(C)Cn1c(-c2ccccc2)n[nH]c1=S | 1.1% | 0%
CCOc1ccc(-c2cc(C(=O)Nc3nnc(C)s3)c3ccccc3n2)cc1 | 2.0% | -2%
CCCOc1c(Br)cc(C(=O)NCC)cc1OC | 2.4% | -9%
CCCCN(CC)CCNC(=O)c1cc2c(=O)n(C)c3ccccc3c2n1C | 1.2% | -6%
O=C(CCC1CC(=O)Nc2ccccc21)NCc1cccnc1 (stereo not drawn) | -0.2% | -10%
OCCN1CCOCCOCCN(CCO)CCN(CCO)CC1 | -3.8% | .
O=c1[nH]c(CN2CCCCC2)nc2ccccc12 | 5.6% | .
Cc1cc(C)c(NC(=O)CS(=O)CC(=O)Nc2cccnc2)c(C)c1 (stereo not drawn) | -1.3% | -12%
COC(=O)C1CCN(c2cc(=O)n(Cc3ccc(F)cc3)c(=O)[nH]2)CC1 | 1.6% | .
CCc1ccc(-c2ccc(C(=O)O)cc2)nc1 | 2.8% | -17%
Cc1ccc(-c2ccc(/C=N/N=C3/NC(=O)C(CC(=O)O)S3)o2)c([N+](=O)[O-])c1 (stereo not drawn) | 2.5% | .
O=C1NC(=S)S/C1=C\c1cc(Cl)c(OCc2ccccc2)c(Cl)c1 | -7.2% | 0%
CCOc1ccccc1-n1c(N)c(C(N)=O)sc1=S | -2.5% | .
Cc1nnc(NC(=O)c2ccncc2)s1 | 5.6% | .
CCCn1c(=O)c(C(=O)NCc2ccccn2)c(O)c2ccccc21 | 3.6% | -5%
COC(=O)C1=CN(Cc2ccc(OC)cc2)C=C(C(=O)OC)C1c1cccs1 | -1.1% | 2%
Cc1ccc(C(=O)CSc2nc3cc(S(=O)(=O)N4CCOCC4)ccc3o2)cc1 | 0.3% | 0%
Cc1cccc(CCNC(=O)C2CCN(S(=O)(=O)c3c(C)noc3C)CC2)c1 | 6.0% | .
CCOC(=O)c1ccc2[nH]c(C)c(CN3CCN(C)CC3)c(=O)c2c1 | 6.5% | -11%
Cc1cc(NS(=O)(=O)c2ccc(NC(=O)CN3C(=O)c4ccccc4C3=O)cc2)nc(C)n1 | 5.2% | -3%
CCC(C)(C)NC(=O)CN(C(=O)CCC(=O)Nc1cc(C)ccn1)c1ccc2c(c1)OCO2 | -2.8% | 4%
O=[N+]([O-])c1ccc(Cl)c(/C=N/N2CCN(c3ccccc3)CC2)c1 | 6.9% | -2%
Cn1c(=O)c2c(SCc3ccccn3)nc(-c3ccccc3)nc2n(C)c1=O | -2.3% | 4%
Cc1cc(OCC(=O)Nc2ccc(NC(=O)c3ccccc3)c(Br)c2)cc(C)c1Cl | . | 2%
COC(=O)[C@H](CCSC)NC(=O)Nc1cc(C)ccc1C | 3.0% | -9%
O=C(c1cccc(F)c1)N1CCN(c2cccc(C(F)(F)F)c2)CC1 | -2.8% | -22%
O=C(CN1C2=NCCN2c2ccccc21)c1cccc([N+](=O)[O-])c1 | -0.5% | -1%
O=C1[C@@H]2C(Cc3ccc(O)cc3)NC3(C(=O)Nc4ccc(F)cc43)[C@@H]2C(=O)N1c1ccc(F)cc1 (stereo partly drawn) | 7.0% | -9%
Cc1cccc(N2CCN(C(=O)Cn3cnc4c3c(=O)n(C)c(=O)n4C)CC2)c1C | 1.7% | .
COc1ccc(C2CC(=O)C(C=NCCN3CCN(C(C)=O)CC3)=C(O)C2)cc1 (stereo not drawn) | -1.3% | .
CCOc1ccccc1N(CC(=O)NCC1CCCO1)C(=O)CCC(=O)Nc1ccccn1 (stereo not drawn) | 2.9% | 1%
Cc1ccccc1Nc1nc(N)nc(CN2C(=O)NC3(CCCCC3C)C2=O)n1 (stereo not drawn) | -1.9% | -10%
Cc1ccc(NCC(=O)N/N=C\c2ccc(OC(=O)c3ccccc3)cc2)cc1 | 0.8% | 0%
O=C(NCC(O)c1ccccc1)C(=O)NC1CC1 (stereo not drawn) | -1.2% | 6%
COc1ccc(Cn2nnnc2C(c2ccncc2)N2CCOCC2)cc1 (stereo not drawn) | 6.1% | -1%
CCCC(=O)Nc1ccc(Cl)c(NC(=O)c2ccco2)c1 | 3.5% | 3%
COc1cc2c(cc1OC)CN(C(=O)CSc1nc3[nH]ncc3c(=O)n1-c1ccccc1)CC2 | . | -12%
COc1ccc(NC(=O)c2cc3ccccc3cc2OC)cc1OC | 0.7% | 1%
O=C(CSc1ncn[nH]1)Nc1ccc([N+](=O)[O-])cc1 | -3.6%&-1.3% | 2%&2%
COc1cccc(CN2CCN(c3ncccn3)CC2)c1 | 1.9% | -12%
O=C(O)CN1C(=O)c2ccc(Oc3cccc4c3C(=O)N(CC(=O)O)C4=O)cc2C1=O | 4.5% | .
Cc1ccc(C(=O)c2cc3c(cc2N)OCCO3)cc1 | -2.7% | -5%
O=C(Nc1cc(Cl)ccc1O)c1cc2n(n1)C(C(F)(F)F)CC(c1ccc3c(c1)OCO3)N2 (stereo not drawn) | -4.0% | -6%

Continuation.
SMILES | Hsp70 displacement | MKP-3 inhibition
Cc1ccc(-n2ncc3c(=O)n(CC(=O)Nc4cccc(Cl)c4)cnc32)cc1C | 2.0% | 9%
CCCCC(=O)Nc1nnc(SCC(=O)N2CCN(c3ccccc3OC)CC2)s1 | -0.3% | -9%
COC(=O)C1=C(C)NC(=O)CC1c1ccccc1Br (stereo not drawn) | -2.8% | 0%
COc1ccccc1N1C(=O)C2C3C=CC(C3)C2C1=O (stereo not drawn) | 5.1% | -16%
CN(C)S(=O)(=O)N(CCN1CCOCC1)Cc1ccccc1F | 3.7% | -2%
CN(C)CCCNS(=O)(=O)c1cc(Cl)ccc1Cl | 0.0% | -3%
O=C(NCCCN1CCCC1)C1CCN(C(=O)c2cc3sccc3n2Cc2ccc(F)cc2)CC1 | -0.6% | -3%
COc1cc(CNC2CCCCCC2)cc(OC)c1OC | 1.2% | 0%
COc1ccc(C2C(C(C)=O)=C(O)C(=O)N2CCO)c(OC)c1 (stereo not drawn) | 5.5% | 4%
CCN1CCCC1CNC(=O)c1cc(NC(C)=O)c(N(C)C)cc1OC (stereo not drawn) | 1.0% | -4%
Cc1ccc(C)c(NC(=O)C2CCCN2C(=O)OC(C)(C)C)c1 (stereo not drawn) | 3.2% | -5%
Fc1ccc(N2CCN(c3ncnc4c3nnn4Cc3ccccc3Cl)CC2)cc1 | -4.0% | .
Cc1occc1-c1nnc(SCC(=O)NCc2ccc3c(c2)OCO3)n1CC(C)C | 0.3% | -2%

This is a subset (hit frequency here may not be typical).
